High-throughput results: PubChem, National Center for Advancing Translational Sciences (NCATS)
TRHR enhancer: TRH receptor (human) allosteric enhancement | TRHR cells, fluo-8 calcium fluorescence, EC20 TRH enhancement | enhancement, % at 2 µM | 0.66% of 360,000 active | P34981; in the data active = enhancement above about 30%; also: 0% is about no effect
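Enhancer read-out: after compound pinning and an initial kinetic agonist-mode read, an EC20 of TRH (10 nM final) was injected and fluo-8 calcium signal (Ex 480/Em 530) followed at 1 s/cycle for 100 cycles in TRHR-expressing cells.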
USP1-UAF1 inh: USP1/UAF1 (human) deubiquitinase inhibition; O94782; recombinant USP1/UAF1, Ub-Rhodamine cleavage fluorescence; Potency, µM (doses to about 57.1 µM), without a hit: at the top dose activity change, negative = inhibition, usual class: inhibitors; 0.23% of 390,000 active; AID 743255; also: potency is read from the fitted curve at half-maximal effect; % is scaled to controls: 0 for no effect and ±100 for the full control effect; nearly all actives have a fitted effect of over 60% in size; inactives centre near -12
Target sequence (O94782 whole entry, looked up): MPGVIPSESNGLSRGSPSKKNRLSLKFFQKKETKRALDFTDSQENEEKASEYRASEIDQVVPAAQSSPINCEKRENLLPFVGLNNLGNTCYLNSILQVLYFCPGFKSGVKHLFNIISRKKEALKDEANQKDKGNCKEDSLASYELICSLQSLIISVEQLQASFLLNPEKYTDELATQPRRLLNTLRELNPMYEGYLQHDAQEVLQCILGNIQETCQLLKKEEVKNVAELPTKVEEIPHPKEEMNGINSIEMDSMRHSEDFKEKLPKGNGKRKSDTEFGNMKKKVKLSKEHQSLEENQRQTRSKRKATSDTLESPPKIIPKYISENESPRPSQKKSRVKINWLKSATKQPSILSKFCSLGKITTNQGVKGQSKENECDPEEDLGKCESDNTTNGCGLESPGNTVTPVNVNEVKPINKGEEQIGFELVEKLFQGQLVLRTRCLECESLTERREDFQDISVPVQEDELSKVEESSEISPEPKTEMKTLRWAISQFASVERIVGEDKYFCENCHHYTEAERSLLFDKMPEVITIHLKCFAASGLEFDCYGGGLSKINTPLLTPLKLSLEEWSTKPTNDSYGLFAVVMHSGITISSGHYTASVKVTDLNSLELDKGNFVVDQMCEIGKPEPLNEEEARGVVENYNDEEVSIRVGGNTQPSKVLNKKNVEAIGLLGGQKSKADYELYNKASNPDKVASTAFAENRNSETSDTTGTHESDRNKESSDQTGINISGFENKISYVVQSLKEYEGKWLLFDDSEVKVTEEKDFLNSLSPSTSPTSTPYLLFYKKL
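USP1/UAF1 complex (1 nM) preincubated 15 min at room temperature with compound, then Ub-Rho substrate (150 nM final) added. Kinetic fluorescence at 480/540 nm over 6 reads at 60 s intervals; 50 mM HEPES pH 7.8, 0.5 mM EDTA, 0.1 mg/ml BSA, 1 mM TCEP, 0.01% Tween-20.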
PI4K2A inh: blocks human PI4K2A kinase activity; Q9BTU6; purified PI4K2A, ADP-Glo luminescence, 1 h; stronger effect = lower value; activity change, negative = inhibition, % at 76.9 µM; 0.13% of 420,000 active; AID 1346378; in the data active = activity change below about -50%; inconclusive = mostly about -30% to -49%;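 also: -100% = wells without enzyme as full effect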
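In this quantitative HTS, ADP production by PI4K2A was quantified luminescently after 1 h at ambient temperature; 100 microM adenosine served as plate-quality control.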
D2 antag: antagonists of human D2 dopamine receptor | 2% of 340,000 active | inhibition, % at 10 µM | HEK293 TREx D2 cells, calcium flux, dopamine EC80; in the data active = inhibition above about 30%; also: 0% is about no effect
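Overnight-induced (tetracycline, 30 C) HEK293 T-REx cells carrying force-coupled D2 receive a no-wash calcium dye, then compound, then EC80 dopamine at 180 s; signals are read kinetically throughout.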
D2 agonist: agonists of human D2 dopamine receptor; P14416; HEK293 T-REx D2 cells, calcium flux agonist mode; activation, % at 2 µM; 0.53% of 340,000 active; AID 485358;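 active = activation over 3 SD above normal in the single-dose calcium agonist read, cut at about 30% in these data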; also: 0% is about no effect
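Agonism is scored from calcium flux in a force-coupled, inducible HEK293 cell line expressing D2, read kinetically for 180 s after compound addition against dopamine controls.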
mIDH1 inhibitor: human IDH1 R132H inhibition. O75874. IDH1-R132H enzyme, NADPH consumption, diaphorase/resazurin fluorescence. Potency, µM (doses to about 76.6 µM), inactives show top-dose activity change, negative = inhibition, usual class: inhibitors. 0.093% of 390,000 active; also: potency is read from the fitted curve at half-maximal effect; % is scaled to controls: 0 for no effect and ±100 for the full control effect; nearly all actives have a fitted effect of over 65% in size
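IDH1-R132H (0.5 ug/mL dispensed) in pH 7.5 Tris buffer was preincubated 30 min with compound, then given a substrate mix of 0.016 mM NADPH and 2 mM alpha-KG for 80 min at room temperature; remaining NADPH was read by diaphorase/resazurin fluorescence.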
rTrxR1 inhibitor: blocks rat thioredoxin reductase 1 | O89049 | recombinant rTrxR1, NADPH fluorescence consumption, selenite substrate | Potency, µM (series often up to 114 µM), without a hit: at the top dose activity change, negative = inhibition, actives largely listed as inhibitors | 1% of 390,000 active | AID 588453; also: potency is read from the fitted curve at half-maximal effect; % is scaled to controls: 0 for no effect and ±100 for the full control effect; nearly all actives have a fitted effect of over 65% in size
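Rat TrxR1 (90 nM in the dispensed reagent) was pre-reduced with 400 uM NADPH for 5 min at room temperature, then incubated with compound for 15 min. After 400 uM selenite was added, NADPH fluorescence (Ex 340/Em 450 nm) was followed for 8 min.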
TrxR1 substrate: is turned over as a substrate by rat TrxR1; O89049; purified TrxR1 substrate turnover, NADPH consumption readout; Potency, µM (doses to about 114 µM), inactives show at the top dose activity change, negative = substrate turnover; 0.01% of 390,000 active; AID 588456; also: potency is read from the fitted curve at half-maximal effect; % is scaled to controls: 0 for no effect and ±100 for the full control effect; nearly all actives have a fitted effect of over 50% in size
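Rat TrxR1, dispensed at 90 nM, was prereduced with 400 uM NADPH (final) for 5 min at ~22 deg C, then incubated with compound 15 min before 400 uM selenite. A first-read NADPH fluorescence drop versus no-compound background flagged substrates.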
TRHR ag: TRH receptor (human) agonism. P34981. TRHR cells, calcium flux fluo-8, FDSS agonist mode. activation, % at 2 µM. 0.18% of 360,000 active; in the data active = activation above about 30%; also: 0% is about no effect
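TRHR-expressing cells, plated overnight in medium with 10% serum, were loaded with fluo-8 calcium dye at room temperature. After a 10 s baseline, library compound was pin-added and calcium release was recorded kinetically (ex 480/em 530) as agonist response.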
Active calls of the source: *; ? = inconclusive; . = no result given; [ ] = remark or other dose. Unless noted, calls follow the shape of the dose curve; as a rule, active = well fitted inhibition curve with a large enough effect; inconclusive = small, poorly fitted or top-dose-only effect; inactive = no such curve, though single readings can be large or run the other way.

item	mol	TRHR enhancer	USP1-UAF1 inh	PI4K2A inh	D2 antag	D2 agonist	mIDH1 inhibitor	rTrxR1 inhibitor	TrxR1 substrate	TRHR ag
1	CC(=O)Nc1ccc(NC(=O)C(C)OC(=O)C2CCN(S(=O)(=O)c3cccs3)CC2)cc1 (configuration not stated)	2	-10%	1	-13	1.1	3%	9%	-3%	0.3
2	S=C(c1ccc2c(c1)OCO2)N1CCCCC1	4	-13%	-1	22	-1.6	12%	-9%	-8%	-0.7
3	C/C(CC(=O)Nc1ccc(Cl)c(C(F)(F)F)c1)=N\NC(N)=S	2	-10%	-1	5	0.9	-1%	5%	1%	-0.3
4	COc1ccc(NC(=O)COC(=O)C2=COCCO2)cc1OC	-3	-22%	-4	4	0.3	-3%	11%	3%	0.6
5	CCc1nnc(NS(=O)(=O)c2ccc(NC(=O)c3cc(Cl)ccc3OC)cc2)s1	-8	-23%	2	-7	0.6	0%	23%	4%	-0.2
6	CCOc1ccc(NC(=O)CN(C)C(=O)C2CC(=O)N(c3ccc4c(c3)OCCO4)C2)cc1OCC (configuration not stated)	2	-13%	3	7	0.1	-7%	11%	-1%	0.0
7	Cc1cccc(Nc2nc(N)nc(CSc3nccc(C)n3)n2)c1	-17	-16%	2	.	.	6%	14%[57.1 µM]	-7%	-0.3
8	O=C(NCc1ccccc1)C1CCCN(S(=O)(=O)c2ccc(F)cc2)C1 (configuration not stated)	36*	-17%	2	-15	-1.1	4%	18%	8%	-0.2
9	CNc1nc(C)c(C(=O)OCC(=O)OC)s1	4	-18%	-3	9	-2.5	0%	-12%	-5%	-2.1
10	Cc1ccc(N(CC(C)C)S(=O)(=O)c2nnc(NC(=O)C(C)C)s2)cc1	7	-6%	-1	.	-1.2	-17%	108%[activator]	63%[activator]	0.3
11	Cc1c(OCC(=O)NCc2ccccn2)ccc2c(-c3ccccc3)cc(=O)oc12	1	-13%	2	13	0.0	-10%	10%	10%	-0.8
12	COC(=O)C1CCN(C(=O)COC(=O)CNC(=O)c2ccc(Cl)cc2Cl)CC1	7	-5%	1	7	-0.1	-1%	22%	-1%	-0.2
13	Nc1ccnn1Cc1ccc(Br)s1	4	-9%	2	13	-0.8	-2%	8%	1%	0.0
14	CCOc1ccccc1CNC(=O)CSc1n[nH]c(-c2ccccc2Cl)n1	0	-10%	-1	.	-0.5	-15%	15%[57.1 µM]	-1%[57.1 µM]	-0.8
15	CNC(=S)NNC(=O)c1ccc(N(C)C)cc1	1	4%	-3	10	0.0	-10%	-5%[57.1 µM]	-6%[57.1 µM]	-0.6
16	COc1ccccc1N1CCN(C(=O)C2CCN(S(=O)(=O)c3c(C)noc3/C=C/c3ccc(C)cc3)CC2)CC1	2	-6%	-1	.	-0.2	-9%	8%[57.1 µM]	-7%[57.1 µM]	0.3
17	CCc1ccc(S(=O)(=O)N(C(=O)c2ccncc2)c2ccc3oc(C)c(C(=O)OC)c3c2)cc1	-4	?	1	.	-1.8	10%	-6%	-7%	-0.6
18	CCOc1ccccc1NC(=O)NC1(C(=O)NCc2cccnc2)CCCCC1	-1	-3%	-1	10	-0.3	-1%	14%	4%	-0.2
19	CC(=O)Nc1ccc(NC(=O)c2ccccc2CCc2ccccc2)cc1	0	-17%	1	-9	-1.3	-1%	9%	11%	-0.9
20	CCN(CC)CCC#CC(O)(c1ccccc1)C1CCCCC1 (configuration not stated)	-8	-15%	1	12	0.8	-3%	9%	7%	0.9
21	Cc1ccccc1-c1cc(C(=O)NCc2cccc(C(F)(F)F)c2)n(CC2CC(c3cccnc3)=NO2)n1 (configuration not stated)	.	-25%	-3	.	.	10%	16%	6%	.
22	COc1cccc(N2C(=O)C3CCCN3C2c2cccs2)c1 (configuration not stated)	4	-10%	4	-10	0.6	0%	8%	-3%	-0.1
23	CCOC(CNC(=O)C(=O)NCC(c1ccco1)N1CCN(c2ccc(OC)cc2)CC1)OCC (configuration not stated)	-1	-10%	-2	-3	-0.3	0%	?	-6%	0.1
24	COC(=O)c1cc(OC)c(OC)cc1NC(=S)NC(=O)c1ccco1	-4	-21%	4	.	.	0%	14µM*	-2%	0.6
25	CCC(NC(=O)c1ccccc1NC(=O)c1ccccc1)C(=O)NNC(=O)CSc1nc2ccccc2o1 (configuration not stated)	-9	-23%	1	-6	-0.4	-5%	20%[57.1 µM]	3%[57.1 µM]	-0.2
26	CC(C)N(C(=O)Cn1cnc2cc([N+](=O)[O-])ccc2c1=O)C(C)C	0	.	.	24	-0.6	.	.	.	1.1
27	Fc1ccc(CSc2nnc3ccccn23)c(Cl)c1	2	-12%	0	-1	2.8	12%	8%[57.1 µM]	4%	-0.7
28	N=C1/C(=C/c2ccc(-c3cccc(C(=O)O)c3)o2)C(=O)N=C2SC=C(c3ccccc3)N12	-1	?	-6	.	.	2%	?	-13%	4.5
29	O=c1[nH][nH]c(-c2ccccc2O)c1C(C[N+](=O)[O-])c1cccc(Cl)c1 (configuration not stated)	2	-22%	-3	.	.	1%	-12%[11.4 µM]	-1%[11.4 µM]	0.1
30	COc1ccc(CN(C)C(=O)c2ccc(NS(=O)(=O)c3ccc4[nH]c(=O)[nH]c4c3)cc2)c(OC)c1OC	.	-14%	1	.	.	-8%	13%	-2%	.

Reprinted at random: 4 entries already listed
item	mol	TRHR enhancer	USP1-UAF1 inh	PI4K2A inh	D2 antag	D2 agonist	mIDH1 inhibitor	rTrxR1 inhibitor	TrxR1 substrate	TRHR ag
11	Cc1c(OCC(=O)NCc2ccccn2)ccc2c(-c3ccccc3)cc(=O)oc12	1	-13%	2	13	0.0	-10%	10%	10%	-0.8
7	Cc1cccc(Nc2nc(N)nc(CSc3nccc(C)n3)n2)c1	-17	-16%	2	.	.	6%	14%[57.1 µM]	-7%	-0.3
8	O=C(NCc1ccccc1)C1CCCN(S(=O)(=O)c2ccc(F)cc2)C1 (configuration not stated)	36*	-17%	2	-15	-1.1	4%	18%	8%	-0.2
2	S=C(c1ccc2c(c1)OCO2)N1CCCCC1	4	-13%	-1	22	-1.6	12%	-9%	-8%	-0.7

Following part:
item	mol	TRHR enhancer	USP1-UAF1 inh	PI4K2A inh	D2 antag	D2 agonist	mIDH1 inhibitor	rTrxR1 inhibitor	TrxR1 substrate	TRHR ag
31	Cc1cc(NC(=O)CSCC(=O)N2CCN(c3ccccc3)CC2)no1	.	0%	-2	.	.	6%	0%[57.1 µM]	-16%	.
32	CCc1nc2oc3cc(OC)ccc3c(=O)c2c(=O)n1Cc1ccco1	-15	-13%	?	10	-0.8	4%	-14%	-6%	-0.2
33	COc1ccc(OC)c(C2SCCN2S(=O)(=O)c2cccc(C(F)(F)F)c2)c1 (configuration not stated)	-1	-22%	1	-4	1.2	-3%	23%	0%	1.1
34	Fc1cccc(NC(=S)NCC(c2cccnc2)N2CCOCC2)c1 (configuration not stated)	-4	-21%	-2	-2	-1.5	3%	43%[0.0914 µM]	-1%	0.1
35	Cc1ccccc1C(=O)c1cn[nH]c1-c1ccccc1O	1	-15%	-1	-18	-2.6	14%	19%	5%	-1.7
36	Cc1c(-n2cc(C(=O)c3cc(Cl)ccc3O)cc(C#N)c2=O)c(=O)n(-c2ccccc2)n1C	0	-2%	-1	19	2.1	-8%	-5%	-9%	8.9
37	COCCNC(=O)CN(C(=O)CCC(=O)Nc1cc(C)on1)c1ccccc1C	2	-16%	5	-7	-0.5	0%	-4%	-4%	-0.6
38	COc1ccccc1NC(=O)C1=C(C)Nc2nc(SCC(=O)c3ccc(C)cc3)nn2C1c1ccc(F)cc1 (configuration not stated)	2	-13%	2	.	-1.5	7%	21%[57.1 µM]	4%[57.1 µM]	0.3
39	CC1(C)N=C(N)N=C(N)N1c1ccccc1	11	-14%	4	.	.	1%	24%[57.1 µM]	8%[57.1 µM]	1.4
40	COc1ccc(NC(=O)C(=O)NNC(=O)COc2ccc(Cl)cc2)c(OC)c1	-7	-5%	2	-2	-1.2	-19%	11%	-6%	-1.3
41	O=C(CC1C(=O)NCCN1Cc1cccc(C(F)(F)F)c1)NC1CCOCC1 (configuration not stated)	4	-23%	-9	-21	-1.4	7%	-23%	8%	0.7
42	CN1CCc2c(OCC(=O)N3CCC(Cc4ccccc4)CC3)cccc2C1=O	-2	-18%	4	-3	-0.4	2%	13%[57.1 µM]	-18%[57.1 µM]	-0.6
43	COc1cc(OC)c(C2C=C(C(=O)O)Nc3ncnn32)cc1OC (configuration not stated)	-1	-15%	-1	.	0.7	-2%	8%	-4%	0.9
44	CCOC(=O)c1nn(-c2ccc(C)cc2)cc1C(=O)c1ccccc1	14	-25%	9	-5	0.6	-1%	11%	-10%	0.0
45	O=C(O)c1cc2c(ccc3ccccc32)oc1=O	2	.	.	-7	-1.1	.	.	.	-0.4
46	C#CCn1cc[n+](CC(=O)N(C)C)c1	2	-6%	4	14	-0.9	0%	-4%	3%	0.5
47	O=C(CSc1nnc(-c2ccncc2)n1-c1ccc(Cl)cc1)NCc1cccs1	0	-13%	-3	-20	0.4	0%	-2%	-1%	0.0
48	CC(=O)c1ccc(S(=O)(=O)Nc2ccc(-c3ccc(N4CCCCCC4)nn3)cc2)cc1	5	-25%	-5	.	.	8%	21%[57.1 µM]	-2%[57.1 µM]	0.3
